High-throughput results: PubChem, National Center for Advancing Translational Sciences (NCATS)
GLP1R inv ag – inverse agonists of human GLP-1 receptor; HEK293 GLP-1R CRE-luciferase, luminescence, 24 h; GLP-1R form is constitutively active; Potency, µM (highest dose often 38.3 µM), for the others: at the highest dose activity change, negative = inhibition, actives largely listed as inhibitors; 410,000 compounds, 1.6% hits; AID 624417; note: % is set by controls: 0 for no effect and ±100 for the full control effect; nearly all actives have a fitted effect of over 55% in size
Target sequence (P43220 whole entry, looked up): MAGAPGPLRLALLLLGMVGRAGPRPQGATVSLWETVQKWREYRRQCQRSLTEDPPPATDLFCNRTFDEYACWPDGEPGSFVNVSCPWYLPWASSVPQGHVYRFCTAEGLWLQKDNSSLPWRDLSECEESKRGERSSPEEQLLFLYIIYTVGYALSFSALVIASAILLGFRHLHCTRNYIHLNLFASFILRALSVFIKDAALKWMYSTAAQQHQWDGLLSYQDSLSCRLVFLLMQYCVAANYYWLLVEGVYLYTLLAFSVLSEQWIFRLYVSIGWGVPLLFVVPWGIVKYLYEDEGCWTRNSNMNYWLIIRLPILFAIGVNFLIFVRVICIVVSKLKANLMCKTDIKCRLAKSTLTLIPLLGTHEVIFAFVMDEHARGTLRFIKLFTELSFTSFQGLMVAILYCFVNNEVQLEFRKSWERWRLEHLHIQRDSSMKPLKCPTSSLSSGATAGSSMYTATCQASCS
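Luminescence readout: a drop in cAMP-driven luciferase signal flags inverse agonism at a constitutively active GLP-1R stably expressed in HEK293. Compound exposure lasted 24 hr at 37 deg C, 5% CO2.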
GLP-1R agonist – GLP-1 receptor (human) agonism | Potency, µM (doses to about 45.6 µM), without a hit: at the highest dose activation, usual class: activators | 380,000 compounds, 0.007% hits | AID 624172 | HEK293 GLP-1R CRE-luciferase, luminescence, 4-6 h; cells express a hypersensitive GLP-1R form; note: % of control where 0% means no effect
KB-3-1 cytotox – KB-3-1 parental cell cytotoxicity | KB-3-1 viability, CellTiter-Glo ATP luminescence, 72 h | Potency, µM (series often up to 46.1 µM), for inactives: at the top dose activity change, negative = cytotoxic, actives largely listed as cytotoxic | 400,000 compounds, 1.4% hits; note: % is set by controls: 0 for no effect and ±100 for the full control effect; nearly all actives have a fitted effect of over 60% in size
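Here the drug-naive KB-3-1 line serves as comparator for MDR sub-line selectivity; cells received compound titrations, 72 h at 37 °C, then CellTiter-Glo readout.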
KB-V1 cytotox – kills drug-selected multidrug resistant KB-V1 cells; KB-V1 MDR cells viability, CellTiter-Glo, 72 h; Potency, µM (doses to about 46.1 µM), for inactives: top-dose activity change, negative = cytotoxicity, hits mostly cytotoxic; 400,000 compounds, 3.4% hits; note: % is set by controls: 0 for no effect and ±100 for the full control effect; nearly all actives have a fitted effect of over 60% in size
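Readout: CellTiter-Glo luminescence, 10 min after addition. Cells: KB-V1 MDR subline, 72 h at 37 degrees C with compound. Analysis: corrected, normalized data fitted to concentration-effect curves.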
SW480 rerep – DNA re-replication induction in SW480 cells; SW480 DNA re-replication, Hoechst DNA content imaging, 48 h; Potency, µM (series often up to 46.1 µM), without a hit: top-dose re-replication activation, most hits filed as activators; 340,000 compounds, 1.8% hits; AID 624297; note: % of control where 0% means no effect; nearly all actives have a fitted effect of over 55% in size
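Quantitative HTS format with DMSO vehicle controls; 48 hr drug incubation at 37 C, then 40 min Hoechst staining and scanning imager measurement at 405 nm excitation.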
HT1080NT lethal – kills 2HG-producing HT-1080-NT fibrosarcoma cells; AID 686970; HT-1080-NT fibrosarcoma viability, CellTiter-Glo ATP luminescence, 48 h; Potency, µM (highest dose often 46.1 µM), for the others: top-dose activity, negative = less viability, actives largely listed as cytotoxic; 360,000 compounds, 1.6% hits;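 note: NT is the 2HG producing partner of a matched IDH1 knockdown line; 0% = DMSO-treated cells and -100% = media-only wells without cells; nearly all actives have a fitted effect of over 55% in size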
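Luminescent CellTiter-Glo readout after 48 hours of compound exposure at 37 degrees C defined viability of HT-1080-NT cells. Activity was normalized to DMSO wells and cell-free media wells; concentration-response curves were fitted and assigned curve classes.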
HT1080 IDH1KD tx – HT-1080 IDH1 knockdown cell toxicity (counter line). HT-1080 IDH1 knockdown viability, ATP luminescence, 48 h. Potency, µM (titrated, usually from 46.1 µM), for the others: at the top dose activity, negative = toxicity, usual class: cytotoxic. AID 686971. 360,000 compounds, 2% hits;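 note: 0% = DMSO wells and -100% = cell-free medium wells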
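Cytotoxicity counter-line: IDH1KD HT-1080, 48 h, CellTiter-Glo. Curves classed by r2, magnitude and activity.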
HEK293 tox – cytotoxicity in counter-screen for GLP-1R inverse agonists | Potency, µM (top dose mostly 38.3 µM), without a hit: top-dose activity change, negative = inhibition, usual class: inhibitors | HEK293 cAMP-luciferase reporter cells, luminescence, 24 h | 410,000 compounds, 0.13% hits;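 note: loss of luciferase light is scored as toxicity; % is set by controls: 0 for no effect and ±100 for the full control effect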
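Luminescence readout: signal drop marks cytotoxicity. Plated cells grew 12 h at 37 °C, 5% CO2, received 23 nL compound for 24 h, then got luciferase reagent, read after 12 min at RT.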
TDP43 rescue – TDP-43 toxicity inhibition in yeast. TDP-43 expressing yeast growth rescue, BacTiter-Glo, 24 h. Potency, µM (titrated, usually from 46.1 µM), inactives show top-dose growth rescue (activation), hits mostly activators. 410,000 compounds, 1.8% hits. AID 652104; note: % of control where 0% means no effect; nearly all actives have a fitted effect of over 50% in size
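Yeast cells expressing TDP-43 under galactose induction are exposed to compounds for 24 hr at 30 deg C. BacTiter-Glo luminescence measures growth, so protective compounds score as activators.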
The depositor's hits bear a star; ? = inconclusive; . = not tested or not shown; [ ] = dose if it differs, or a comment. Calls come from the whole dose curve; as a rule, active = well fitted curve in the direction sought with a large enough effect; inconclusive = small, poorly fitted or top-dose-only effect, or another doubt; inactive = no such curve, though single readings can be large; an effect the other way counts as inactive or inconclusive. Potency is the fitted concentration of half-maximal effect.

SMILES	GLP1R inv ag	GLP-1R agonist	KB-3-1 cytotox	KB-V1 cytotox	SW480 rerep	HT1080NT lethal	HT1080 IDH1KD tx	HEK293 tox	TDP43 rescue
COc1ccc(C2c3c(n(C)c4ccccc34)C(=O)N2CC(=O)Nc2cccc(F)c2)cc1 (configuration not stated)	?	.	7%	-6%	.	.	.	3%	24%
O=C(NC1CCCCC1)NC1CCN(S(=O)(=O)Cc2ccccc2)CC1	14%	-11%	5%	5%	-33%[inhibitor]	3%	2%	10%	-10%
COCCCN(CC(=O)Nc1ccc(N2CCOCC2)cc1)S(=O)(=O)c1ccc(Cl)cc1	-5%	4%	-12%	?	-3%	3%	6%	-4%	-10%
Clc1cccc(Cl)c1COc1ccccn1	0%	10%	-8%	11%	-3%	5%	-5%	3%	-6%
CCCC(=O)N1CCCC1(C)C(=O)NCc1c(F)ccc(C)c1F (configuration not stated)	11%	-6%	0%	1%	.	22%	12%	2%	-4%
CCCCOc1ccc(C(O)(CCC)CCN2CCOCC2)cc1 (configuration not stated)	?	19%	23µM*	10µM*	?	-8%	-25%	-19%	-1%
COCCN(C(=O)c1ccc(OCC(C)C)cc1)c1c(N)n(Cc2ccccc2)c(=O)[nH]c1=O	45%[activator]	7%	0%	8%	-461%[inhibitor]	1%	9%	3%	0%
Cc1nn(C)c(C)c1S(=O)(=O)N(CC(=O)NCCN1CCOCC1)c1ccc(C(C)C)cc1	3%	-5%	16%	5%	-22%	16%	0%	-2%	6%
O=C1NC[C@H](CCCCN2C[C@H](Cc3ccc(O)cc3)N(CC3CCCCC3)C(=O)C2=O)N(Cc2ccccc2)C1=O	19%	-2%	9%	-8%	.	18%	25%	-3%	6%
CN1CCN(c2ccc3c(c2)OC[C@H](Cc2ccccc2)NS3(=O)=O)CC1	?	-2%	7%	?	.	10%	6%	9%	20%
Cc1cccc(NC(=O)CNCC(=O)Nc2cccc(C)c2C)c1C	3%	3%	0%	-6%	-3%	1%	-1%	-45%	10%
O=C(COC(=O)c1ccc2c(c1)OCCO2)NCCC1=CCCCC1	3%	3%	-11%	-3%	-6%	2%	2%	-13%	-11%
Cc1c(Cl)cccc1NC(=O)Cn1cnc2nc3c(cc2c1=O)CCCC3	6%	.	1%	?	.	.	.	-13%	-15%
COCCN(C(=O)COC(=O)Cc1cccc2ccccc12)c1c(N)n(Cc2ccccc2)c(=O)[nH]c1=O	12%	-5%	15%	5%	0%	-1%	-1%	17%	18%
CC(C)n1c(CNC(=O)c2ccccc2F)nnc1SCC(=O)NC1CCCCC1	10%	0%	-3%	0%	2%	2%	2%	-19%	-18%

5 entries already listed, sorted by the number in GLP1R inv ag, rising.
SMILES,GLP1R inv ag
COCCCN(CC(=O)Nc1ccc(N2CCOCC2)cc1)S(=O)(=O)c1ccc(Cl)cc1,-5%
Cc1cccc(NC(=O)CNCC(=O)Nc2cccc(C)c2C)c1C,3%
Cc1c(Cl)cccc1NC(=O)Cn1cnc2nc3c(cc2c1=O)CCCC3,6%
O=C(NC1CCCCC1)NC1CCN(S(=O)(=O)Cc2ccccc2)CC1,14%
O=C1NC[C@H](CCCCN2C[C@H](Cc3ccc(O)cc3)N(CC3CCCCC3)C(=O)C2=O)N(Cc2ccccc2)C1=O,19%

The main list resumes, repeating the two entries before the break.
SMILES	GLP1R inv ag	GLP-1R agonist	KB-3-1 cytotox	KB-V1 cytotox	SW480 rerep	HT1080NT lethal	HT1080 IDH1KD tx	HEK293 tox	TDP43 rescue
COCCN(C(=O)COC(=O)Cc1cccc2ccccc12)c1c(N)n(Cc2ccccc2)c(=O)[nH]c1=O	12%	-5%	15%	5%	0%	-1%	-1%	17%	18%
CC(C)n1c(CNC(=O)c2ccccc2F)nnc1SCC(=O)NC1CCCCC1	10%	0%	-3%	0%	2%	2%	2%	-19%	-18%
CC1(C)COC(c2cccc([N+](=O)[O-])c2)OC1	-29%	4%	-5%	-4%	1%	18%	11%	0%	-4%
O=C(CCc1nc2ccccc2[nH]c1=O)OCC(=O)N1CCc2ccccc21	4%	4%	-2%	-5%	-3%	-3%	3%	4%	9%
O=C1C=C(c2ccc(OC(F)(F)F)cc2)C[C@@H](c2ccc(F)cc2)C1	?	21%	8%	10%	-3%	-2%	0%	4%	14µM*
COC(=O)c1cccc(N(C(=O)c2ccco2)C(C(=O)NC2CCCC2)c2ccc(N3CCOCC3)cc2)c1 (configuration not stated)	7%	12%	-3%	-10%	-1%	3%	7%	-3%	2%
O=C(CSCc1ccc(F)cc1)Nc1ccccc1	-7%	-4%	4%	-12%	-4%	17%	21%	-6%	-3%
NS(=O)(=O)c1ccc(NC(=O)c2ccc(-c3ccccc3)cc2)cc1	3%	0%	9%	6%	?	3%	-2%	6%	-9%
CSc1ccccc1NC(=S)NC1CCCCC1	?	6%	-1%	-20%	-4%	?	8%	?	15%
CC(C)NC(=O)CN1C(=O)C(C)(C)Oc2ccc(C(=O)NC3CCCCC3)cc21	6%	1%	?	-1%	-27%	1%	2%	15%	7%
CC(C(=O)N1CCc2ccccc21)N(C)CC(=O)Nc1cccc(F)c1 (configuration not stated)	?	11%	.	.	-9%	-14%	4%	1%	15%
O=C1C(Cl)=C(NCCCN2CCOCC2)C(=O)c2ccccc21	9%	8%	-27%	?	?	-18%	?	-21%	-4%
Cc1ccc(NC(=O)C2CCN(S(=O)(=O)c3c(C)noc3/C=C/c3ccco3)CC2)nc1	?	-2%	?	?	6%	-1%	-4%	-9%	-7%
CN(CC(=O)Nc1cccc(F)c1)C(=O)CN1C(=O)C2CCCCC2C1=O (configuration not stated)	-2%	1%	3%	?	-8%	-2%[9.24 µM]	5%	2%	13%
O=C(N[C@@H](Cc1ccccc1)C(=O)OCC(=O)N1CCOCC1)c1cccs1	1%	4%	-3%	8%	-5%	10%	5%	-7%	0%
CCN(c1ccccc1)S(=O)(=O)c1ccc(C(=O)N(CCCN(C)C)c2nc3cc4c(cc3s2)OCO4)cc1	3.5µM*	9%	-24%	-5%	?	?	?	?	-2%
Cc1ccc(C)c(N2CCN(C(=O)CCCn3c(=S)[nH]c4cc5c(cc4c3=O)OCO5)CC2)c1	-19%	1%	-1%	0%	-2%	3%	-2%	1%	13%
Cc1c(Cl)c([N+](=O)[O-])nn1Cc1ccc(C(=O)NN)o1	1%	-2%	0%	16%	1%	-13%	-5%	9%	4%
C=CCNC(=O)COC(=O)c1ccc(Cl)c(S(=O)(=O)N(Cc2ccccc2)c2ccccc2)c1	?	2%	19%	-1%	3%	11%	16%	-13%	15%
CNS(=O)(=O)c1cccc(C(=O)OCC(=O)c2ccc3[nH]c(=O)[nH]c3c2)c1	5%	6%	.	.	1%	0%	-14%	0%	-13%
FC(F)(F)c1cccc(-c2noc(CN3CCOCC3)n2)c1	7%	1%	0%	-5%	-10%	-1%	0%	-14%	0%
COc1ccc2[nH]c(C(=O)O)c(CCN3C(=O)c4cccc([N+](=O)[O-])c4C3=O)c2c1	2%	-1%	4%	15%	-6%	7%	10%	5%	12%
Cc1ccc2nc(N(CCN(C)C)C(=O)C3=COCCO3)sc2c1	-23%	-3%	2%	3%	9%	-10%	0%	9%	-5%
Cc1cccc(NC(=O)CCSc2nnc(Cc3ccccc3)o2)c1	?	12%	11%	15µM*	0%	3%	-6%	-23%	?
COc1ccc(N=C2C(=Nc3ccc(OC)cc3)N(c3ccc(OC)cc3)C(=S)N2C)cc1	0%	-17%	3%	?	0%	-19%	?	?	-11%
COCOc1ccc(-c2cc(=O)c3c(O)cc(OCOC)cc3o2)cc1	24%	10%	0%	?	-4%	-3%	1%	1%	15%
COc1ccc(-c2nc(C#N)c(NCCCN(C)C)o2)cc1OC	-2%	11%	4%	-15%	2%	6%	2%	12%	-19%
CCn1cc(/C=C(\NC(=O)c2ccc(C)cc2)C(=O)NCCCn2ccnc2)c2ccccc21	-18%	12%	-1%	?	.	.	.	2%	3%
O=C(Cn1cnc2c(cnn2-c2ccc(F)cc2)c1=O)N1CCN(c2ccccc2)CC1	15%	-10%	-18%	?	-171%[inhibitor]	13%	4%	-3%	21%
COC(=O)C(C)Sc1ncnc2c1nnn2-c1ccc(F)cc1 (configuration not stated)	?	-8%	-3%	19%	19%	?	?	-23%	?
C[C@@H]1CN([C@@H](C)CO)C(=O)Cc2cc(NC(=O)Nc3cccc4ccccc34)ccc2O[C@@H]1CN(C)Cc1ccc(C(F)(F)F)cc1	?	2%	?	?	?	-30%	?	?	21%
Cc1ccc(S(=O)(=O)C(CNC(=O)C(=O)NCCc2ccccc2)c2ccco2)cc1 (configuration not stated)	0%	.	0%	-18%	.	.	.	-5%	10%
CC(C)Oc1ccc(CCc2nnc(SCC(=O)O)n2-c2ccccc2)cc1	14%	3%	?	13%	-3%	5%	3%	6%	-2%[9.22 µM]
COc1ccc(NC(=O)c2ccco2)cc1NC(=O)COc1ccccc1[N+](=O)[O-]	-2%	-9%	3%	2%	-4%	0%	?	-2%	1%
CCOC(=O)c1c(-c2cccc(C)c2)csc1NC(=O)c1c(-c2ccccc2)noc1C	?	-15%	5.2µM*	12µM*	28%	-23%	?	1%	?
Cc1ccc(C)c(N2CCN(C(C(=O)NC3CCCC3)C(C)C)CC2)c1 (configuration not stated)	-8%	.	?	?	.	-3%	3%	16%	-12%
O=C1CN(C(=O)CSc2nc(-c3ccc(Cl)cc3)cs2)c2ccccc2N1	-6%	-1%	?	-10%	26%	-20%	-28%	-20%	-7%
O=C(CSc1nc2ccccc2c(=O)n1CCC(=O)NC1CCCCC1)Nc1ccccc1Cl	5%	.	6%	16%	.	.	.	4%	14%
CC(C)C[C@H]1CN(CCCC[C@@H]2CNC(=O)C(=O)N2Cc2ccccc2)C(=O)C(=O)N1CCC1CCCCC1	1%	2%	14%	0%	.	?	?	-9%	12%
Nc1nnnn1CC(=O)N/N=C/c1ccccn1	-3%	-1%	9%	3%	-36%[inhibitor]	8%	8%	-2%	-7%
NC(=O)/C(=N\O)c1ccccc1	43%[activator]	1%	-13%	3%	4%	-8%	-8%	3%	-7%
